A549 viability = A549 cytotoxicity, counter-screen for Nrf2 inhibitors | hit rate 0.16% among 390,000 | Potency, µM (top dose mostly 46 µM), for the others: at the highest dose activity change, negative = cytotoxicity, most hits filed as inhibitors | A549 ARE-Fluc cells, CellTiter-Fluor viability, 18-24 h; also: potency is read from the fitted curve at half-maximal effect; % is scaled to controls: 0 for no effect and ±100 for the full control effect
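Cytotoxicity counterscreen: CellTiter-Fluor fluorescence was measured in A549 ARE_Fluc cells after 18-24 h of compound exposure in a concentration series. The subsequent BugLite luminescent read reports ARE-luciferase activity.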
Mm-Cpn inhibitor = inhibitors of Methanococcus maripaludis chaperonin (MmCpn). purified Mm-Cpn ATPase, ADP Transcreener TR-FRET. Potency, µM (doses to about 76.9 µM), inactives show at the highest dose activity, negative = inhibition, actives largely listed as inhibitors. hit rate 0.031% among 330,000; also: potency is read from the fitted curve at half-maximal effect; % is scaled to controls: 0 for no effect and ±100 for the full control effect; nearly all actives have a fitted effect of over 80% in size
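Measured: ADP formation by purified Mm-CPN. Conditions: 25 nM protein, 10 uM ATP, Tris pH 7.4 with Mg2+, K+ and DTT, 37°C for 30 min. Detection: Transcreener HTRF after 30 min at room temperature.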
Nrf2 inh = blocks Nrf2 signaling; Potency, µM (series often up to 46 µM), inactives show at the highest dose activity change, negative = inhibition, actives largely listed as inhibitors; hit rate 2.1% among 360,000; A549 ARE-Fluc reporter, luciferase luminescence, 18-24 h; also: potency is read from the fitted curve at half-maximal effect; % is scaled to controls: 0 for no effect and ±100 for the full control effect; nearly all actives have a fitted effect of over 60% in size
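Cells were seeded and rested 2 h, then exposed to compounds for 18-24 h. CellTiter-Fluor was read first as a viability measure. BugLite was added 15 min before the final luminescent read of ARE-luciferase activity in A549 cells.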
CCT chaperon mod = changes cytosolic chaperonin activity; purified chaperonin ATPase assay, HTRF ADP detection, 30 min; activity change, % (test concentration not listed), hits read low; hit rate 0.3% among 360,000; AID 651819; in the data active = activity change below about -30%; also: % is scaled to controls: 0 for no effect and ±100 for the full control effect
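ATPase activity: ADP formed was measured by HTRF Transcreener (665/615 nm ratio) after 30 min at 37 deg C with 10 uM ATP. Compounds screened at one 76 uM concentration against 40 or 20 nM TRiC in Tris pH 7.4/KCl/MgCl2/DTT buffer.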
HepG2 tox = counter-screen for TGF-b inhibitors: cytotoxicity in HepG2 cells; HepG2 CAGA-GFP viability, ATP luminescence, 18 h; Potency, µM (highest dose often 46.1 µM), for the others: at the top dose activity change, negative = cytotoxicity, hits mostly cytotoxic; hit rate 0.76% among 410,000; AID 588856; also: potency is read from the fitted curve at half-maximal effect; some results filed as inactive show a strong effect at the top dose
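CellTiter-Glo luminescence gave cytotoxicity after 18 hours at 37 degrees C. The cells were HepG2 CAGA-GFP in 1% FBS DMEM, stimulated with 500 pg/mL TGF-beta after compound addition. %Activity was normalised to no-cell wells (complete cell-killing) and DMSO (no toxicity), and curves were fitted and classified.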
pAkt inh = Akt phosphorylation inhibition; activity change, % for hits at 50 µM; hit rate 0.32% among 360,000; AID 651550; Neuro2A IGF-stimulated pAkt S473 HTRF, 20 min; hits give low values; in the data active = activity change below about -80%; inconclusive = mostly about -51% to -80%; also: % is scaled to controls: 0 for no effect and ±100 for the full control effect
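Single-point screen (50 µM final compound) in Neuro2A cells stimulated 20 min with 6 nM IGF at 37 deg C. After lysis, Ser473-phosphorylated Akt read by HTRF (ex 330 nm, em 615/665 nm) as the 665/615 ratio.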
Nrf2 ARE act = activators of Nrf2 (ARE) signaling. hit rate 0.31% among 410,000. Potency, µM (doses to about 46.1 µM), for the others: at the highest dose activation, actives largely listed as activators. AREc32 ARE-luciferase reporter (MCF7-derived line), luminescence, 24 h; also: potency is read from the fitted curve at half-maximal effect; % of control where 0% means no effect; nearly all actives have a fitted effect of over 65% in size
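AREc32 cells carrying an ARE-driven firefly luciferase, 1000 cells/well in OPTI-MEM with 5% FBS, dosed after overnight attachment and incubated 24 hr at 37 deg C. Steady-Glo luminescence read after 30 min at RT.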
TGFb SMAD3 inh = blocks TGF-b signaling. HepG2 CAGA-GFP TGF-b/SMAD3 reporter, GFP fluorescence, 18 h; TGF-beta stimulated, 500 pg/mL final. Potency, µM (series often up to 46.1 µM), without a hit: at the top dose activity, negative = inhibition, actives largely listed as inhibitors. hit rate 1.2% among 410,000. AID 588855; also: potency is read from the fitted curve at half-maximal effect; % is scaled to controls: 0 for no effect and ±100 for the full control effect; nearly all actives have a fitted effect of over 65% in size
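HEPG2 CAGA-GFP, 1000 cells/well; 2 h settle, 37 C; cpd via pin tool; TGF-b 500 pg/mL final; 18 h, 37 C; GFP imaging ex488/em500-530; %Activity normalised to -TGF-b and +DMSO controls; CRC fit, curve class.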
ATXN viability = viability counter-screen for ATXN expression inhibitors; S2 cells (HEK-293 line with an ATXN2-luciferase reporter) viability, CellTiter-Fluor protease fluorescence, 24 h; Potency, µM (top dose mostly 56.7 µM), most hits filed as cytotoxic; hit rate 0.49% among 400,000; AID 651635; also: potency is read from the fitted curve at half-maximal effect; nearly all actives have a fitted effect of over 40% in size
Active calls of the source: *; [ ] = dose if it differs, or a comment. Unless noted, calls follow the shape of the dose curve; as a rule, active = well fitted curve in the direction sought with a large enough effect; inconclusive = small, poorly fitted or top-dose-only effect, or another doubt; inactive = no such curve, though single readings can be large; an effect the other way counts as inactive or inconclusive.

COc1cc(OC)cc(-c2cc3nc(C4CCN(C(=O)OC(C)(C)C)CC4)cc(=O)n3[nH]2)c1 was read as A549 viability 7%, Mm-Cpn inhibitor -8%, Nrf2 inh -10%, CCT chaperon mod 1.0, HepG2 tox -33%, pAkt inh inactive, Nrf2 ARE act 2.8%, TGFb SMAD3 inh -16% and ATXN viability inactive.
Screening CCOC(=O)c1ccn(CSc2c(F)c(F)cc(F)c2F)n1 returned A549 viability 0%, Mm-Cpn inhibitor -4%, Nrf2 inh -10%, CCT chaperon mod -2.1, HepG2 tox -23%, pAkt inh inactive, Nrf2 ARE act -0.7%, TGFb SMAD3 inh inconclusive and ATXN viability inactive.
For COc1cccc(CN2CCC2(C)C(=O)Nc2cccc3cccnc23)c1F (stereo not drawn) the results were CCT chaperon mod -0.5, HepG2 tox -44%, pAkt inh inactive, Nrf2 ARE act -2.2%, TGFb SMAD3 inh 10µM* and ATXN viability inconclusive.
For CC1CCCCC1NC(=O)COC(=O)c1ccccc1NC(=O)c1ccco1 (stereo not drawn) the results were A549 viability -3%, Mm-Cpn inhibitor 0%, Nrf2 inh 0%, CCT chaperon mod 0.8, HepG2 tox -21%, pAkt inh inactive, Nrf2 ARE act 7.5%, TGFb SMAD3 inh -1% and ATXN viability inactive.
COc1ccc(NC(=O)CN(C)C(=O)c2ccc(N3CCOCC3)c([N+](=O)[O-])c2)cc1 was read as A549 viability -13%, Mm-Cpn inhibitor 1%, Nrf2 inh 1%, CCT chaperon mod -2.7, HepG2 tox 12%, pAkt inh inactive, Nrf2 ARE act 0.0%, TGFb SMAD3 inh -2% and ATXN viability inconclusive.
COc1ccc(Cn2nc(C)n(N(C)c3ncc(C(F)(F)F)cc3Cl)c2=O)cc1 was read as A549 viability -1%, Mm-Cpn inhibitor 1%, Nrf2 inh 1%, CCT chaperon mod -0.3, HepG2 tox -1%, pAkt inh inactive, Nrf2 ARE act 0.0%, TGFb SMAD3 inh 10% and ATXN viability inactive.
`CN(C)C(=O)c1cccc(-c2cc(NC=O)c3ncc(-c4ccc(F)c(Cl)c4)n3c2)c1` gave CCT chaperon mod -0.9, HepG2 tox -9%, pAkt inh inactive, Nrf2 ARE act -0.1%, TGFb SMAD3 inh inconclusive and ATXN viability inconclusive.
For COc1cc(NS(=O)(=O)c2ccc(N/C=C(\C#N)c3nc4cc(Cl)ccc4o3)cc2)nc(OC)n1 the results were A549 viability -14%, Mm-Cpn inhibitor -2%, Nrf2 inh inconclusive, CCT chaperon mod 0.0, HepG2 tox -41%, Nrf2 ARE act 15%, TGFb SMAD3 inh 0% and ATXN viability inactive.
Screening COc1ccccc1NC(=S)N(Cc1ccc(Cl)cc1)CC1CCC(C(=O)O)CC1 (stereo not drawn) returned A549 viability -11%, Mm-Cpn inhibitor 0%, Nrf2 inh inconclusive, CCT chaperon mod -0.9, HepG2 tox -7%, pAkt inh inactive, Nrf2 ARE act -1.1%, TGFb SMAD3 inh -1% and ATXN viability inactive.
Screening CCOC(=O)c1sc(NC(=O)Cn2nnc3sc4c(c3c2=O)CCCC4)nc1C returned A549 viability 4%, Mm-Cpn inhibitor 0%, Nrf2 inh -17%, CCT chaperon mod -0.4, HepG2 tox 6%, pAkt inh inactive, Nrf2 ARE act -0.2%, TGFb SMAD3 inh inconclusive and ATXN viability inactive.
For O=C(O)CN1CCN(Cc2ccc(F)cc2)C1=O the results were A549 viability -4%, Mm-Cpn inhibitor 1%, Nrf2 inh 4%, CCT chaperon mod -1.0, HepG2 tox 0%, pAkt inh inactive, Nrf2 ARE act 1.2%, TGFb SMAD3 inh 43%[activator] and ATXN viability inactive.
`COc1ccc(C(C)(C)C)cc1NC(=O)c1ccccc1-n1cnnn1` gave A549 viability -2%, Mm-Cpn inhibitor 0%, Nrf2 inh -4%, CCT chaperon mod 1.2, HepG2 tox 0%, pAkt inh inactive, Nrf2 ARE act -1.1%, TGFb SMAD3 inh inconclusive and ATXN viability inactive.
For O=C(NCCOc1ccccc1)c1cc(S(=O)(=O)N2CCOCC2)ccc1F the results were A549 viability 0%, Mm-Cpn inhibitor 1%, Nrf2 inh 19%, CCT chaperon mod 1.5, HepG2 tox -17%, pAkt inh inactive, Nrf2 ARE act -0.9%, TGFb SMAD3 inh -4% and ATXN viability inactive.
For Cc1cc(C)cc(-n2ccnc2SCC(=O)O)c1 the results were A549 viability 7%, Mm-Cpn inhibitor -4%, Nrf2 inh 7%, CCT chaperon mod -2.8, HepG2 tox 0%, pAkt inh inactive, Nrf2 ARE act 0.3%, TGFb SMAD3 inh 4% and ATXN viability inactive.
Cn1c(C(=O)O)c(CC(=O)Nc2ccc(F)cc2F)c2ccccc21 was read as A549 viability 8%, Mm-Cpn inhibitor -1%, Nrf2 inh -1%, CCT chaperon mod -4.0, HepG2 tox -29%, pAkt inh inactive, Nrf2 ARE act -0.1%, TGFb SMAD3 inh 23% and ATXN viability inactive.
For O=C(CCCc1ccccc1)NC12CC3CC(CC(C3)C1)C2 the results were A549 viability 10%, Mm-Cpn inhibitor -2%, Nrf2 inh inconclusive, CCT chaperon mod 0.4, HepG2 tox -3%, pAkt inh inactive, Nrf2 ARE act 5.4%, TGFb SMAD3 inh -6% and ATXN viability inactive.
For FC(F)(F)c1cnc(Nc2ccc(N3CCOCC3)cc2)c(Cl)c1 the results were A549 viability 1%, Mm-Cpn inhibitor -2%, Nrf2 inh -15%, CCT chaperon mod 0.7, HepG2 tox -1%, pAkt inh inactive, Nrf2 ARE act 2.0%, TGFb SMAD3 inh 0% and ATXN viability inactive.
For COC(=O)c1ccccc1NC(=O)Cn1c(=O)n(-c2ccc(Cl)cc2)c(=O)c2c(C)c(C)sc21 the results were A549 viability -8%, Nrf2 inh 9%[9.27 µM], HepG2 tox 2%, Nrf2 ARE act 0.0%, TGFb SMAD3 inh 1% and ATXN viability inactive.
Screening Cc1cc(C)n2c(SCC(=O)Nc3ccccc3)nnc2n1 returned A549 viability 17%, Mm-Cpn inhibitor 0%, Nrf2 inh 2%, CCT chaperon mod 1.3, HepG2 tox -10%, pAkt inh inactive, Nrf2 ARE act 4.5%, TGFb SMAD3 inh -8% and ATXN viability inactive.
CCOc1ccc(-n2c(SCC(=O)NC)nnc2-c2ccco2)cc1 was read as A549 viability 0%, Mm-Cpn inhibitor 2%, Nrf2 inh -11%, CCT chaperon mod -2.2, HepG2 tox 13%, pAkt inh inactive, Nrf2 ARE act 0.0%, TGFb SMAD3 inh 0% and ATXN viability inactive.
`NC(=O)C1(c2ccccc2)OC1c1ccccc1` (stereo not drawn) gave A549 viability 12%, Mm-Cpn inhibitor 2%, Nrf2 inh 1%, CCT chaperon mod -1.0, HepG2 tox -11%, pAkt inh inactive, Nrf2 ARE act 15%, TGFb SMAD3 inh -1% and ATXN viability inactive.
Cc1ccc(S(=O)(=O)N2C(=O)CCC2C(N)=O)cc1 (stereo not drawn) was read as A549 viability 3%, Mm-Cpn inhibitor 1%, Nrf2 inh -24%, CCT chaperon mod -2.9, HepG2 tox 5%, pAkt inh inactive, Nrf2 ARE act -0.9%, TGFb SMAD3 inh 13% and ATXN viability inactive.
Screening OCCNCCCCOc1cccc(Br)c1 returned A549 viability -4%, Mm-Cpn inhibitor 1%, Nrf2 inh -4%, CCT chaperon mod -2.9, HepG2 tox -3%, pAkt inh inactive, Nrf2 ARE act -0.8%, TGFb SMAD3 inh 3% and ATXN viability inactive.
COc1cccc(S(=O)(=O)N2CCN(c3ccccc3F)CC2)c1 was read as A549 viability -9%, Mm-Cpn inhibitor -1%, Nrf2 inh inconclusive, CCT chaperon mod -2.6, HepG2 tox 0%, pAkt inh inactive, Nrf2 ARE act 0.1%, TGFb SMAD3 inh 1% and ATXN viability inactive.
`CSCCC(NC(=O)COc1ccccc1)C(=O)OCC(=O)c1ccccc1` (stereo not drawn) gave A549 viability 0%, Mm-Cpn inhibitor -1%, Nrf2 inh 15%, CCT chaperon mod -0.8, HepG2 tox 2%, pAkt inh inactive, Nrf2 ARE act 0.2%, TGFb SMAD3 inh -15% and ATXN viability inactive.
Screening O=C(Nc1ccccc1)C1=C[C@@H](c2ccc(Br)cc2)C[C@@H](OCc2ccc(CO)cc2)O1 returned A549 viability -11%, Nrf2 inh 18µM*, CCT chaperon mod -0.4, HepG2 tox -21%, pAkt inh inactive, Nrf2 ARE act 6.9%, TGFb SMAD3 inh -18% and ATXN viability inactive.
`C=CCc1ccc(OCC(O)CN2CCN(Cc3ccc(Cl)cc3)CC2)c(OC)c1` (stereo not drawn) gave A549 viability -19%, Mm-Cpn inhibitor -15%, Nrf2 inh -13%, CCT chaperon mod -1.5, HepG2 tox -62%, pAkt inh inactive, Nrf2 ARE act 2.3%, TGFb SMAD3 inh inconclusive and ATXN viability inconclusive.
For CCNC(=O)C1CC(=O)N(Cc2ccc3c(c2)OCO3)C(=Nc2ccc(F)cc2)S1 (stereo not drawn) the results were A549 viability -5%, Mm-Cpn inhibitor 1%, Nrf2 inh inconclusive, CCT chaperon mod 0.3, HepG2 tox 7%, pAkt inh inactive, Nrf2 ARE act 3.6%, TGFb SMAD3 inh 28% and ATXN viability inactive.
For CC(CN1CCN(C)CC1)OC(=O)c1cccc(F)c1 (stereo not drawn) the results were A549 viability 2%, Mm-Cpn inhibitor -1%, Nrf2 inh 1%, CCT chaperon mod 2.4, HepG2 tox 9%, pAkt inh inactive, Nrf2 ARE act -0.2%, TGFb SMAD3 inh 19% and ATXN viability inactive.

Screening results as filed in PubChem.

Outcome played no part in choosing rows. About 4.4% of those tested had a hit in this group.
